Screening results from PubChem BioAssay.
POLB inh – blocks human DNA polymerase beta activity; Potency, µM (highest dose often 114 µM), for inactives: top-dose activity change, negative = inhibition, hits mostly inhibitors; hit rate 1.3% among 340,000; Pol beta primer extension/strand displacement, fluorescence kinetic; P06746; further: potency means the concentration at half of the fitted maximal effect; on the % scale 0 is the no-effect control and ±100 the full control effect
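10 nM enzyme + cpd, 15 min RT; start with substrate 50 nM final; read 0 min and after 10 min RT. Corrected, normalized data; 4-parameter Hill curve fit.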
POLK inh – inhibitors of human DNA polymerase kappa; purified Pol kappa, fluorescent DNA synthesis assay, 10 min; Q9UBT6; AID 588579; hit rate 0.53% among 400,000; Potency, µM (titrated, usually from 107 µM), inactives show top-dose activity, negative = inhibition, hits mostly inhibitors; further: potency means the concentration at half of the fitted maximal effect; on the % scale 0 is the no-effect control and ±100 the full control effect
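Here, compound and 10 nM enzyme are combined for 15 min at room temperature; adding 50 nM substrate (final) starts DNA synthesis, tracked by fluorescence at 0 and 10 min against buffer-only wells.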
Tb PGK inh – blocks T. brucei phosphoglycerate kinase. P07378. hit rate 0.043% among 380,000. Potency, µM (highest dose often 57.5 µM), without a hit: at the highest dose activity change, negative = inhibition, actives largely listed as inhibitors. PGK/GAPDH coupled, Kinase-Glo luminescence, 60 min; further: potency means the concentration at half of the fitted maximal effect; on the % scale 0 is the no-effect control and ±100 the full control effect; nearly all actives have a fitted effect of over 60% in size
Target sequence (P07378 whole entry, looked up): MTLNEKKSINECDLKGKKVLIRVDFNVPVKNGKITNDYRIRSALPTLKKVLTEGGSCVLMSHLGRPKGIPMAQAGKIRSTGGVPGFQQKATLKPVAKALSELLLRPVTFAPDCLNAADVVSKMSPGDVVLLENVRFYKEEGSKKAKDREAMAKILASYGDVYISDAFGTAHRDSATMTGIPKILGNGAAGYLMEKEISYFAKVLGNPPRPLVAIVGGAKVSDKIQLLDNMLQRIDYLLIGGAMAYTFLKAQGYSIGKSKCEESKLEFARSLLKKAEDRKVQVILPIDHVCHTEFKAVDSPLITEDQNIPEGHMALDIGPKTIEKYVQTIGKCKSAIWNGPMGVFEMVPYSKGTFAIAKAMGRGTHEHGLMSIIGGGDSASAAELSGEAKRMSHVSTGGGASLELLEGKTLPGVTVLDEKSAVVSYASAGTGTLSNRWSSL
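Recombinant glycosomal PGK reaction used 1,3-bisphosphoglycerate generated in-well by GAPDH (100nM final) in 100mM TEA pH 7.6, 5mM MgCl2, 0.01% Tween-20. After 60 minutes at room temperature, ATP was read by Kinase-Glo Plus luminescence end-point.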
BLM inh – blocks DNA unwinding by human BLM helicase | P54132 | recombinant BLM DNA unwinding, fluorescence dequenching | Potency, µM (highest dose often 56.1 µM), for the others: top-dose activity change, negative = inhibition, hits mostly inhibitors | hit rate 0.2% among 350,000 | AID 2528;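 further: potency means the concentration at half of the fitted maximal effect; plate controls were vehicle for no effect and no enzyme for full effect; nearly all actives have a fitted effect of over 35% in size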
RXFP1 antag – RXFP1 (human) relaxin receptor antagonism. hit rate 0.59% among 350,000. activity change, negative = inhibition, % at 57.5 µM. HEK293-RXFP1, relaxin-stimulated cAMP HTRF, 30 min; active compounds read low. AID 1259400. Q9HBX9;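 active means activity change of -60% or lower, but not beyond a set lower limit; inconclusive means change between -60% and -40%, or beyond the set limit; inactive means change above -40%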; further: on the % scale 0 is the no-effect control and ±100 the full control effect
APEX1 inh – blocks human APE1 abasic DNA cleavage | P27695 | recombinant APE1, TAMRA/BHQ-2 abasic DNA cleavage fluorescence | Potency, µM (series often up to 65.8 µM), for inactives: at the highest dose activity change, negative = inhibition, most hits filed as inhibitors | hit rate 0.35% among 350,000;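 further: potency means the concentration at half of the fitted maximal effect; plate controls were vehicle for no effect and reference inhibitor for full effect; nearly all actives have a fitted effect of over 55% in size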
Target sequence (P27695 whole entry, looked up): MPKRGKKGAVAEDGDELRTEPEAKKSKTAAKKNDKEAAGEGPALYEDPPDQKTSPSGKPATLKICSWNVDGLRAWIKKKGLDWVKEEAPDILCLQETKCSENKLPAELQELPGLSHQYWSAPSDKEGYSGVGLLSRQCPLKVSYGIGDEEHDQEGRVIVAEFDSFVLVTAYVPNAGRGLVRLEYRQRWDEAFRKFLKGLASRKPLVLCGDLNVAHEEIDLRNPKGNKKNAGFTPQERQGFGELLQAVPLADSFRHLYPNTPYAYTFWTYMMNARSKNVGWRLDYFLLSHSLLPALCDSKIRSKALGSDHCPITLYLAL
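Enzyme (0.75 nM final) and test compound are incubated 15 min at room temperature before adding 50 nM quenched THF abasic-site duplex. Cleavage dequenches TAMRA, followed at 525/598 nm over three reads one minute apart.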
Anesthetic bind – binds horse apoferritin like a general anesthetic; apoferritin/1-aminoanthracene competitive binding, fluorescence; Potency, µM (top dose mostly 77.5 µM), inactives show at the highest dose activity change, negative = displacement, most hits filed as inhibitors; hit rate 0.074% among 350,000; further: potency means the concentration at half of the fitted maximal effect; on the % scale 0 is the no-effect control and ±100 the full control effect; nearly all actives have a fitted effect of over 20% in size
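Horse-spleen apoferritin (10 uM) was mixed with 50% saturated 1-aminoanthracene in PBS, exposed to compounds for 10 min at room temperature, and read for fluorescence (ex 380 nm, em 535 nm). Competitive displacement was fitted with a four-parameter Hill equation.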
Pol eta inh – blocks human DNA polymerase eta activity; Q9Y253; recombinant Pol eta, fluorescent DNA replication assay; Potency, µM (doses to about 114 µM), inactives show at the top dose activity change, negative = inhibition, actives largely listed as inhibitors; hit rate 1.2% among 390,000; further: potency means the concentration at half of the fitted maximal effect; on the % scale 0 is the no-effect control and ±100 the full control effect
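Pol eta (10 nM) was preincubated with compounds for 15 min at room temperature, after which fluorescent replication substrate (50 nM final) was added to start the reaction. Fluorescence was read kinetically at 0 and 10 min.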
POLI inh – inhibitors of human DNA polymerase iota | Q9UNA4 | Pol iota fluorescent replication assay, 10 min | Potency, µM (titrated, usually from 115 µM), without a hit: at the highest dose activity, negative = inhibition, hits mostly inhibitors | hit rate 1% among 390,000 | AID 588590; further: potency means the concentration at half of the fitted maximal effect
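Pol iota at 10 nM preincubated 15 min with compounds at room temperature; reaction started with fluorescent substrate, 50 nM final. Fluorescence read kinetically at 0 and 10 min; buffer-only wells as negative control.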
* = called active by the depositor; i = inactive; ? = inconclusive; . = not tested or not shown; & = joins results of further samples; [ ] = another dose, or the depositor's remark. Unless noted, the call rests on the fitted dose curve; in most records, active means well fitted curve in the direction sought with a large enough effect; inconclusive means small, poorly fitted or top-dose-only effect, or another doubt; inactive means no such curve, though single readings can be large; an effect the other way counts as inactive or inconclusive. Only part of the results is shown, so the mix of outcomes need not match the whole.

Order of results – POLB inh	POLK inh	Tb PGK inh	BLM inh	RXFP1 antag	APEX1 inh	Anesthetic bind	Pol eta inh	POLI inh
(1) CCCCNC(=O)c1onc(CSc2cccc(F)c2)c1C(=O)O
    43.0%	0.8%	8.0%	-3.9%	.	-11.6%	-9.0%	-16.5%	5.9%
(2) O=c1c2ccccc2cnn1-c1ccc(Br)cc1
    11.5%	-4.6%	-9.2%	-0.6%	-1.4	-2.8%	-14.6%	-7.6%	11.0%
(3) CCC(=O)c1cc(Br)ccc1OCC(=O)N1CCN(S(=O)(=O)c2ccccc2)CC1
    .	-7.8%	-11.9%	.	-4.4	.	.	-11.4%	-25.3%
(4) CCN(CC)c1ncnc2sc(C(=O)N3CCN(c4ccc(OC)cc4)CC3)c(C)c12
    1.7%	-28.9%	1.8%	-1.0%	-5.6	2.1%	-2.1%	-18.2%	-1.8%
(5) Cn1nnnc1SCC(=O)NC(C)(C)C
    4.7%	-1.2%	-12.5%	1.0%	-1.8	0.9%	-7.4%	-14.9%	20.5%
(6) COC(=O)c1ccc(COC(=O)CNC(=O)C2CCCCC2)cc1
    .	-21.7%	1.4%	.	8.8	-3.3%	.	2.2%	19.6%
(7) CC(Sc1nnc(-c2ccccc2F)n1C1CC1)C(N)=O (stereo not given)
    2.6%	-11.6%	-0.2%	-2.3%	0.4	40.1%[12.4 µM]	9.2%	4.5%	26.9%
(8) C/C(=N\NC(N)=S)c1ccc(Cl)s1
    19.5%	-5.2%	-7.3%	1.0%	-5.1	-2.7%	-12.5%	-2.3%	8.6%
(9) CC(=O)N1CCc2c(sc3c2c(=O)n(Cc2ccccc2)c(=O)n3Cc2ccccc2F)C1
    2.1%	-8.1%	1.5%	-10.2%	.	.	-14.8%	-19.4%	19.8%
(10) O=C(COc1ccc2ccccc2c1)Nc1cccc2cccnc12
    39.3%	-10.4%	0.3%	-7.8%	-2.9	-4.3%	-2.9%	-9.0%	17.0%
(11) COCCN1CCN(Cc2nc(Cc3ccc(OC)c(OC)c3)no2)CC1
    -15.4%	-0.6%	-0.5%	-2.7%	9.7	2.0%	-1.5%	-7.3%	18.8%
(12) c1ccc2[nH]c(CSc3ncnc4c3oc3ccccc34)nc2c1
    -2.5%	-4.4%	i	3.9%	-14.4	-5.6%	-18.9%	-4.5%	19.6%
(13) S=c1[nH]nc(CCc2ccc(Cl)cc2)o1
    11.0%	3.4%	i	0.9%	-9.7	1.1%	-7.7%	-12.5%	18.5%
(14) Cn1nc(C(F)(F)F)c2cc(NC(=O)OCC(C)(C)C)sc21
    8.3%	-23.4%	-3.7%	3.4%	-8.4	-3.3%	?	-19.5%	23.8%
(15) OCCC1CN(Cc2ccsc2)CCN1C1CCCC1 (stereo not given)
    38.3%	-18.3%	3.7%	-2.2%	-7.7	20.9%	-3.0%	-2.5%	21.7%
(16) O=C(NCC(F)(F)F)Nc1ncccn1
    24.4%	-7.5%	1.4%	0.3%	-4.3	1.6%	-2.1%	-9.6%	36.5%[activator]
(17) COc1ccccc1N1CCN(c2nc3ccc(C)cc3nc2-n2nc(C)cc2C)CC1
    -20.1%	-3.6%	i	-8.9%	-13.8	.	60.4%[activator]	-9.5%	1.4%
(18) CC(=O)Nc1nnc(CCN2CCCCC2)s1
    4.1%	-13.9%	-3.9%	-2.9%	8.0	-1.1%	-3.6%	-1.9%	15.4%
(19) COc1ccc(Nc2nc(NCCO)nc(OC)n2)cc1
    15.9%	-18.2%	-3.9%	-4.6%	8.2	0.0%	-5.8%	3.5%	2.0%
(20) Cc1csc(N/N=C/c2ccc([N+](=O)[O-])cc2)n1
    -5.3%	-7.5%	-7.0%	0.8%	3.2	6.4%	-15.5%	-18.7%	-18.9%

[21] CS(=O)(=O)N(CC(N)=O)Cc1ccc(Cl)cc1
[22] CCOC(=O)c1c(C)nc(SC)c(C#N)c1-c1ccccc1
[23] CCOC(=O)c1oc2ccccc2c1CN1CCCCC1
[24] COc1ccc(/C=N/NC(=O)Nc2cccc3nsnc23)c(OC)c1
[25] COC(=O)c1c(C)[nH]c(C(=O)CN2CCOCC2)c1C
[26] CCCCCN1C/C=C\C(c2ccc(OC)cc2)N(Cc2ccc(F)cc2)C(=O)C1 (stereo not given)
assay / entry | 21 | 22 | 23 | 24 | 25 | 26
POLB inh | 4.5% | 7.2% | 3.0% | ? | ? | 17.0%
POLK inh | 0.1% | -15.6% | -8.4% | 2.0% | -2.5% | -1.3%&11.4%
Tb PGK inh | -3.8% | 0.6% | -0.6% | 2.3% | -1.6% | i
BLM inh | -8.2% | -16.7% | -4.2% | -17.8% | -1.3% | -6.5%&-4.7%
RXFP1 antag | -1.3 | 1.6 | -5.0 | -7.0 | -2.2 | .
APEX1 inh | 4.4% | 0.7% | 19.5% | -0.9% | -5.0% | 0.2%&0.9%
Anesthetic bind | -0.9% | ? | -2.9% | -7.1% | -16.5% | 8.6%&-7.1%
Pol eta inh | -4.1% | -18.7% | -1.8% | ? | -3.1% | -13.4%
POLI inh | 20.3% | -6.5% | -18.4% | 1.2% | -7.5% | -17.5%&21.5%

Screen by screen, quoted from above:
Nos. 13–20 in Tb PGK inh, in turn: i, -3.7%, 3.7%, 1.4%, i, -3.9%, -3.9%, -7.0%
Nos. 13–20 in RXFP1 antag, in turn: -9.7, -8.4, -7.7, -4.3, -13.8, 8.0, 8.2, 3.2
Nos. 13–20 in Pol eta inh, in turn: -12.5%, -19.5%, -2.5%, -9.6%, -9.5%, -1.9%, 3.5%, -18.7%

Reprinted at random: 4 records from the list.
[6] COC(=O)c1ccc(COC(=O)CNC(=O)C2CCCCC2)cc1
[12] c1ccc2[nH]c(CSc3ncnc4c3oc3ccccc34)nc2c1
[14] Cn1nc(C(F)(F)F)c2cc(NC(=O)OCC(C)(C)C)sc21
[9] CC(=O)N1CCc2c(sc3c2c(=O)n(Cc2ccccc2)c(=O)n3Cc2ccccc2F)C1
assay / entry | 6 | 12 | 14 | 9
POLB inh | . | -2.5% | 8.3% | 2.1%
POLK inh | -21.7% | -4.4% | -23.4% | -8.1%
Tb PGK inh | 1.4% | i | -3.7% | 1.5%
BLM inh | . | 3.9% | 3.4% | -10.2%
RXFP1 antag | 8.8 | -14.4 | -8.4 | .
APEX1 inh | -3.3% | -5.6% | -3.3% | .
Anesthetic bind | . | -18.9% | ? | -14.8%
Pol eta inh | 2.2% | -4.5% | -19.5% | -19.4%
POLI inh | 19.6% | 19.6% | 23.8% | 19.8%

Just APEX1 inh and RXFP1 antag, for two of the compounds above:
| entry | Molecule | APEX1 inh | RXFP1 antag |
| --- | --- | --- | --- |
| 26 | CCCCCN1C/C=C\C(c2ccc(OC)cc2)N(Cc2ccc(F)cc2)C(=O)C1 (stereo not given) | 0.2%&0.9% | . |
| 23 | CCOC(=O)c1oc2ccccc2c1CN1CCCCC1 | 19.5% | -5.0 |
